tim23-1 inh – inhibits growth of tim23-1 mutant yeast; S. cerevisiae tim23-1 growth, BacTiter-Glo luminescence, 24 h; inhibition, % at 20 µM; 330,000 compounds, 1.3% hits; AID 463212;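 active means growth inhibition of the mutant yeast at or above 50%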;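 further: temperature-sensitive mutant grown at 25 °C; plate controls were DMSO-treated mutant yeast for no effect and medium wells lacking yeast for full effect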
MPTP inh – inhibitors of mitochondrial permeability transition pore. inhibition, % at 10 µM. 360,000 compounds, 1.4% hits. isolated mouse mitochondria, Ca2+ swelling absorbance, 30 min;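 active means inhibition of 50% or more, scaled per plate between neutral and stimulator controls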;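 further: 0% = DMSO wells given calcium and 100% = 1 mM EGTA wells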
TIM10 inh – growth inhibitors of TIM10 yeast strain; 330,000 compounds, 1.4% hits; S. cerevisiae TIM10 strain growth, BacTiter-Glo luminescence, 24 h; AID 463195; inhibition, % at 10 µM;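 active means inhibition of 40% or more at the single tested concentration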;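 further: wild-type TIM10 isogenic control strain grown at permissive 25 °C; 0% = DMSO yeast wells and 100% = minimal medium wells without yeast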
APJ antagonist – antagonists of human APJ apelin receptor; CHO-K1 APJ beta-arrestin complementation, luminescence; inhibition, % at 20 µM; 330,000 compounds, 0.32% hits; AID 2521;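 active means inhibition above about 40% at 20 µM, limit read from the data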;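 further: cells challenged with 10 nM apelin-13 agonist together with compound; plate controls were apelin-13 plus DMSO wells for no effect and DMSO wells lacking apelin-13 for full effect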
Target sequence (P35414 whole entry, looked up): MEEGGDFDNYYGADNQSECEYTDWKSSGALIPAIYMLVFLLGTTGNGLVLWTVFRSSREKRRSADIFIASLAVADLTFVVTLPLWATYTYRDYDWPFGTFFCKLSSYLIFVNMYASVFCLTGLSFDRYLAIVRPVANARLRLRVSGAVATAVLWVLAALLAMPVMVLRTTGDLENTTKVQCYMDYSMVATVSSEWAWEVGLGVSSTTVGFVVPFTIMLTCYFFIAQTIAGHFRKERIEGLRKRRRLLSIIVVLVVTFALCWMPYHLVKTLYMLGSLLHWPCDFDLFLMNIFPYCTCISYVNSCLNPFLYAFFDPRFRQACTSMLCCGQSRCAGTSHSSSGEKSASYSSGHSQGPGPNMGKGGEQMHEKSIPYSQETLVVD
tim10-1 inh – tim10-1 yeast growth inhibition; inhibition, % at 20 µM; S. cerevisiae tim10-1 ts strain growth, BacTiter-Glo, 24 h; 330,000 compounds, 2.2% hits;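 active means inhibition of at least 40%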;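 further: mutant grown at 25 °C; 0% = DMSO wells with yeast and 100% = wells holding no yeast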
NLRP3 yeast inh – NALP3 inhibition in yeast; inhibition, % at 10 µM; 330,000 compounds, 0.39% hits; Yeast reconstituted NLRP3/ASC/caspase-1, beta-gal luminescence, 24 h;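 active means inhibition of 50% or more; inactive means inhibition below 50%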;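 further: plate controls were induced DMSO wells for no effect and uninduced yeast grown without galactose for full effect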
APJ ag – agonists of human APJ apelin receptor; P35414; CHO-K1 APJ PathHunter beta-arrestin, luminescence; 0% DMSO wells, 100% apelin; 330,000 compounds, 0.11% hits; activation, % at 20 µM; AID 2520;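 active means activation more than six SD over the plate average, tested at 20 µM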;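 further: 0% = DMSO alone and 100% = apelin-13 at 10 nM; some results filed as inactive read as strong as hits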
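Assay system: CHO-K1 cells stably expressing ProLink-tagged human APJ and arrestin–beta-gal acceptor. Compound dosing: 20 µM single point, 1% DMSO. Times: 16-18 h seeding, 90 min dark compound exposure, 60 min detection. Detection: beta-gal luminescence. Evaluation: APJ–arrestin association signal. Controls: negative DMSO alone, positive Apelin-13 at 10 nM.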
MIN6 prolif – MIN6 beta-cell proliferation induction; MIN6 cells proliferation, ATPlite luminescence, 48 h; cells starved in 0.2% serum; 100% = growth in 10% serum; 330,000 compounds, 0.29% hits; proliferation, % at 10 µM;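 active means compounds whose signal lies at least 3.5 SD above the mean of all wells on their plate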;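 further: 0% = DMSO-treated cells in low-serum medium and 100% = 10% serum control; some compounds called inactive have numbers as strong as hits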
NR3A LBD binder – modulators (binders) of human NR3A ligand-binding domain; NR3A LBD differential scanning fluorimetry, Tm shift; 0% = protein alone, 100% = glycine-bound protein; Tm shift relative to glycine control, % at 25 µM; 340,000 compounds, 2.5% hits; AID 1259313;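 active means melting temperature shift of at least 10% of the positive control shift, at one fixed dose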
* = called active by the depositor; · = no result given. Random draw from the library (roughly 7.2% active in at least one column).

Molecule	tim23-1 inh	MPTP inh	TIM10 inh	APJ antagonist	tim10-1 inh	NLRP3 yeast inh	APJ ag	MIN6 prolif	NR3A LBD binder
Cc1csc(NC(=O)CN2C(=O)C3CC=CCC3C2=O)n1 (centres undefined)	2	-1.3	-12	-14	2	10	-3	1	2
CN(C)CCOC1c2ccccc2CSc2ccccc21 (centres undefined)	14	1.4	5	15	11	22	1	-3	1
COc1cc(OC)c(-n2cc(-c3ccc(OC)c(OC)c3)[nH]c2=S)cc1Cl	-7	0.5	10	-2	-3	20	0	-1	-1
OC1C2(Cc3ccccc3)CN3CCN(C2)CC1(Cc1ccccc1)C3 (centres undefined)	6	0.0	4	1	0	0	-2	-1	0
Cc1noc(C)c1COc1ccccc1C(=O)NNC(=O)c1ccccc1	-7	-1.6	3	29	-7	28	9	2	1
CCC(=O)Nc1cccc(NC(=O)c2cccc([N+](=O)[O-])c2C)c1	12	1.8	5	-16	20	-2	-3	-5	5
O=C(COC(=O)C1COc2ccccc2O1)Nc1cccc(S(=O)(=O)N2CCCCC2)c1 (centres undefined)	-3	-2.4	-4	21	14	-10	-1	-2	-5
CCc1cccc(NC(=O)CN(C)S(=O)(=O)c2cccs2)c1	18	-0.7	8	-35	21	2	1	2	-2
COc1ccc(-c2nnc(SCC(=O)c3ccc[nH]3)o2)cc1	-1	0.0	4	-1	10	30	-6	-4	3
COC(=O)Cn1c2[n+](c3ccccc31)CC(O)CS2 (centres undefined)	-1	2.3	-11	3	6	-2	-2	-2	2
COc1ccc(-c2sc3ccc(-c4ccc5c(c4)OCO5)cc3c2-c2ccc(OC)nc2)cc1	19	2.2	2	12	6	6	-2	-3	0
CCN(CC)CCCNC(=O)C1CCCN(c2nnc(N3CCCC3=O)s2)C1 (centres undefined)	5	1.1	8	11	3	5	-3	-2	4
O=C1C=C(c2ccc(C(=O)O)c(Cl)c2)C[C@@H](c2ccc3c(c2)OCO3)C1	10	-2.2	-1	20	-1	8	-3	0	2
O=[N+]([O-])c1ccc(O)c(C(C#Cc2ccccc2)N2CCOCC2)c1 (centres undefined)	43	68*	3	9	25	-3	-4	-5	-1
Cc1oc2ccc(OCc3cccc(Cl)c3)cc2c1C(=O)O	0	0.8	-6	13	-3	6	2	0	-1
COc1ccc(S(=O)(=O)N2CCCCCC2)cc1C(=O)NCCc1ccccc1	24	0.9	-6	-3	-1	12	-3	1	-2
O=c1[nH]c2cc3c(cc2cc1CN(Cc1nnnn1C1CCCC1)C1CCCC1)OCCO3	10	-0.2	5	-6	26	0	3	0	1
COc1ccccc1NC(=O)CN1CCCCCC1	-1	0.6	12	1	-21	6	1	2	3
COC(=O)Cn1c(=NC(=O)c2cccc(OC)c2)sc2cc(OC)ccc21	13	0.3	15	2	13	5	-2	2	-7
COc1ccc(C)cc1NC(=O)CN1CCN(CC(=O)Nc2ccccc2F)CC1	26	-0.2	1	6	14	7	0	-3	-1
COc1ccc(C[C@H]2CN3C(=NC[C@@H]3Cc3ccccc3)N2CCNC(=O)CCC2CCCCC2)cc1	9	2.2	8	21	16	7	0	-8	-5
CCOC(=O)CNS(=O)(=O)Cc1ccccc1	11	-1.4	0	1	8	6	-1	-3	2
N#Cc1nc(-c2cccs2)oc1NCc1ccc2c(c1)OCO2	44	2.1	-8	-25	30	26	4	-2	-11
CC1=C(C(=O)Nc2cccnc2)C(c2ccccn2)n2nnnc2N1 (centres undefined)	-2	-0.9	-8	4	26	-5	-4	-3	1

The list goes on, overlapping the part above by 2 compounds.
Molecule	tim23-1 inh	MPTP inh	TIM10 inh	APJ antagonist	tim10-1 inh	NLRP3 yeast inh	APJ ag	MIN6 prolif	NR3A LBD binder
N#Cc1nc(-c2cccs2)oc1NCc1ccc2c(c1)OCO2	44	2.1	-8	-25	30	26	4	-2	-11
CC1=C(C(=O)Nc2cccnc2)C(c2ccccn2)n2nnnc2N1 (centres undefined)	-2	-0.9	-8	4	26	-5	-4	-3	1
CCOc1ccc(S(=O)(=O)N(C)c2ccc(OCC(=O)Nc3ccccc3F)cc2)cc1	22	-0.2	0	16	21	14	2	-5	3
COc1ccc(-c2csc(Nc3ncccn3)n2)cc1C	22	1.1	6	16	-19	0	-5	-5	-1
O=C(Cc1ccc(Br)cc1)N1CCN(C(=O)c2ccccc2)CC1	-5	-2.0	14	0	3	11	-6	3	0
COc1ccc(C2CC(c3ccccc3)=NN2C(=O)COC(=O)c2cccc(N)c2)cc1 (centres undefined)	24	0.0	13	-2	9	-9	-1	-4	-9
COc1ccccc1N1CCN(CC(=O)NCCc2ccc(S(N)(=O)=O)cc2)CC1	12	0.6	3	2	-7	9	-2	0	-2
Cc1ccc(NC(=O)Cn2nnc(C(=O)NCc3cccs3)c2N)c(C)c1	-16	0.2	-37	-3	-24	-15	6	-2	0
Cc1ccc(C)c(Cn2nnc3c(=O)[nH]c(C4CCN(S(=O)(=O)c5ccc(S(=O)(=O)NC6CC6)cc5)CC4)nc32)c1	15	-1.0	-6	1	10	11	-1	-7	12*
CCOC(=O)C1(CCOc2ccccc2)CCN(Cc2ccncc2)CC1	15	-1.8	-3	1	29	23	3	-1	-2
Cc1occc1-c1nnc(SCC(=O)N(C)C)o1	24	-1.0	-4	0	10	12	-4	-1	0
N#Cc1nc(Cc2cccc3ccccc23)oc1NCc1ccc(F)cc1	18	2.6	3	7	17	5	0	-6	-5
CCN(CC)CC(=O)Nc1sc2c(c1C(=O)c1ccccc1OC)CCC2	17	2.2	21	7	33	-4	1	-6	1
COc1ccc(Cc2nnc(NC(=O)c3ccc(F)cc3)s2)cc1OC	-9	-0.2	-10	-3	7	12	-1	0	0
Cc1cccc(Sc2ccc([N+](=O)[O-])cn2)c1	3	0.9	-2	-9	4	-4	-4	0	-2
CCn1c(=O)c(C(=O)NNS(=O)(=O)c2ccc(NC(=O)OC)cc2)c(O)c2ccccc21	-1	0.6	-9	-9	-14	-1	3	-2	-9
CC(C)N1CCN(Cc2cccn2-c2nccs2)CC1CCO (centres undefined)	-6	-1.8	19	-3	8	8	-4	2	-3
COc1ccc(Cl)cc1N1C(=O)CC(N2CCN(S(=O)(=O)c3ccccc3F)CC2)C1=O (centres undefined)	9	-0.9	5	22	9	10	-4	-1	1
CSc1nnc(CCNS(=O)(=O)c2ccccc2Br)n1C	-13	-0.2	8	-1	-1	9	-1	1	1
Cc1cc(Cl)c(OCCOCCN2CCCC(C)C2)c(Br)c1 (centres undefined)	8	4.5	15	-1	12	25	-3	-2	1
O=C(CSc1nc(-c2ccco2)cc(C(F)(F)F)n1)N1CCN(c2ccc(Cl)cc2)CC1	7	0.1	6	8	26	9	-2	-5	-3
CC1CCN(CCCNC(=O)C2CCN(S(=O)(=O)N3CCCCC3)CC2)CC1	3	-0.5	3	8	-4	-5	-1	3	0
CCCCCn1c(CN2CCN(C(=O)c3ccco3)CC2)nc2c1c(=O)n(C)c(=O)n2C	9	-0.2	4	0	6	-7	-3	-1	-1
CN(C)CCCN(C(=O)c1cc(Cl)sc1Cl)c1nc2cc3c(cc2s1)OCO3	46	0.3	46*	5	63*	34	14	-6	-1
CCN(C(=O)Cn1c(=O)oc2ccccc21)C1CCS(=O)(=O)C1 (centres undefined)	8	-5.4	-14	-22	6	6	1	-2	1
Cc1cccnc1NC(=O)c1c(O)c2cccc3c2n(c1=O)CCC3	-30	10	-54	-11	-62	21	-7	-3	-1
N/C(=N\OC(=O)c1cccc(Cl)c1)c1ccccn1	47	-1.9	33	-78	45*	8	6	-2	-31
COc1ccc(-c2ccc3c(c2)S(=O)(=O)c2cccc(C(=O)NC4CCCC4)c2C3=O)cc1OC	0	-1.7	-2	1	-7	5	9.0*	-3	-1
O=C(O)c1ccc(NCCc2ccc(Cl)cc2)c([N+](=O)[O-])c1	17	-0.9	2	26	4	20	-1	-4	-2
C[C@H]1C(c2ccc(F)cc2)=NN(c2ccccc2)[C@@H]1CO	51*	0.3	16	·	31	·	·	·	-8
O=C(NCCC(=O)N(Cc1ccco1)Cc1cccs1)c1ccc(Br)cc1	25	1.1	-11	5	-1	4	-4	0	3
Cc1ccc(S(=O)(=O)NCCOCCNS(=O)(=O)c2ccc(C)cc2)cc1	15	0.3	9	17	11	4	-2	-1	-1
COc1ccc(C(=O)Nc2ccccc2)cc1S(=O)(=O)Nc1cc(C)on1	8	-3.0	-5	1	2	24	0	0	-1
CCN(CC)S(=O)(=O)c1ccc2c(c1)CC(C(=O)N1CCCC1)N2C(C)=O (centres undefined)	16	-0.3	-4	16	11	7	2	0	0
CCOc1cc(/C=N/n2cnnc2)ccc1OS(=O)(=O)c1ccccc1	11	3.0	0	-2	15	20	0	-1	1
COc1ccc(NC(=O)C(NS(=O)(=O)c2ccc3c(c2)CCCN3C(C)=O)C(C)C)c(OC)c1 (centres undefined)	3	-0.7	1	8	16	3	1	0	1
CCCCn1c(N)c(N(CC(C)C)C(=O)c2cccc(S(=O)(=O)N3CCN(C)CC3)c2)c(=O)[nH]c1=O	3	-2.2	-8	15	-3	19	6	-7	1
CC(/C=C/C(=O)c1ccc(C)cc1)=C\c1ccccc1	22	-2.4	28	-22	21	13	1	-3	5
O=C(CN1C(=O)CCS(=O)(=O)c2ccccc21)NCCc1ccccc1	0	-0.5	-12	-16	13	-5	-1	-2	0
COc1cc(C(=O)NCCN2C(=O)S/C(=C\c3ccc(F)cc3)C2=O)ccc1OCC(=O)N1CCOCC1	-12	·	-9	-4	-10	-16	-5	-3	0
CC(OC(=O)CCCN=C1NS(=O)(=O)c2ccccc21)C(=O)NC1CCCCC1C (centres undefined)	15	1.0	0	14	11	10	11	-1	0
Cc1ccc(Cl)c(OCC(=O)N(C)CC(=O)Nc2ccc(N3CCOCC3)cc2)c1	8	-2.7	15	2	-8	17	-1	-2	1
Cc1ccsc1/C=N/N1CCN(C2c3ccccc3-c3ccccc32)CC1	6	11	-2	-3	-10	-8	-5	-3	-6
Nc1nc(SCC(=O)c2cccs2)n[nH]1	3	1.8	-4	19	3	15	-3	0	0
Cc1ccc(CNC(=O)C2COc3ccccc3O2)cc1 (centres undefined)	-5	-0.2	-9	10	-9	24	-3	3	-5
Cc1[nH]n2c(=O)c3c(nc2c1-c1cccc2ccccc12)CCC3	4	6.6	3	0	14	-13	-7	-6	-4
CC(=O)Oc1cc(C)cc2oc(=O)cc(-c3ccccc3)c12	24	5.2	-12	9	25	5	-3	-3	-1
CC(C)C1Nc2ccc(S(=O)(=O)N3CCOCC3)cc2NC1=O (centres undefined)	-3	1.7	3	0	-4	20	-1	0	1
Cn1c(COc2ccc(Cl)cc2)nnc1SCC(=O)NC1CCCCC1	3	-3.6	-10	8	27	6	-3	1	0
Cc1ccc(SCCSc2ncccn2)cc1	14	1.5	4	-11	4	30	-3	-3	0
O=C1c2ccccc2NC2(CCCC2)N1N=C1CCCC1	-1	-1.8	7	5	0	-17	-4	0	0
C=CCn1c(SCC(=O)NC2CCCC2)nnc1-c1ccccn1	4	0.1	-2	14	-8	5	2	0	8

Bioassay records (PubChem)
